# CHRM5 PAM = potentiates acetylcholine response at human M5 receptor; CHO-K1 hM5, Fluo-8 calcium, ACh EC20 PAM; 0% = ACh EC20, 100% = ACh EC100; activation, % at 3 µM; actives 0.3% (n = 360,000); AID 624038;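 active means activation above the run cutoff, the mean activation of all test compounds plus 3 SD, cut at about 18% in these data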
# Target sequence (P08912 whole entry, looked up): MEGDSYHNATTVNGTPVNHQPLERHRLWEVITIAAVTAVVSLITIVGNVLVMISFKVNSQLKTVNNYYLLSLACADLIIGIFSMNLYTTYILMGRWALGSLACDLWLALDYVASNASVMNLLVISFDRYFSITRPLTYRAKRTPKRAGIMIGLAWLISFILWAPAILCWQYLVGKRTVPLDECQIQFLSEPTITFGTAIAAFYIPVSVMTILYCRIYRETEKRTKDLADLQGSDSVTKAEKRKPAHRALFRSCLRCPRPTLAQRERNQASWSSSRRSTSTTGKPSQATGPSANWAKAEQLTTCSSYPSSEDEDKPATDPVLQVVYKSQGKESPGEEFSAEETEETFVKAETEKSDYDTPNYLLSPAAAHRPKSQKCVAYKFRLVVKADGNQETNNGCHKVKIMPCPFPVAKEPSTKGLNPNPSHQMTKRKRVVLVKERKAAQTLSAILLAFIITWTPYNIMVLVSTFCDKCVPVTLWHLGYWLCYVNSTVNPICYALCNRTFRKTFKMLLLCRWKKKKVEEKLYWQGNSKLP
#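 Assay system: CHO-K1 hM5 cells / Incubation: Fluo-8 loading 80 min at 37 °C plus 30 min room temperature / Technique: Fluo-8 calcium dye fluorescence, kinetic read / Repeats: single replicate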
# M4 antag = blocks acetylcholine activation of human M4 receptor | P08173 | CHO-hM4 cells, ACh EC80, Fluo-8 calcium fluorescence | inhibition, % at 3 µM | actives 0.73% (n = 360,000);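 active means inhibition above its plate's cutoff, the mean inhibition of sample wells plus 3 SD, cut at about 27% in these data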;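 further: 0% = acetylcholine EC80 with DMSO and 100% = DMSO without agonist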
# Target sequence (P08173 whole entry, looked up): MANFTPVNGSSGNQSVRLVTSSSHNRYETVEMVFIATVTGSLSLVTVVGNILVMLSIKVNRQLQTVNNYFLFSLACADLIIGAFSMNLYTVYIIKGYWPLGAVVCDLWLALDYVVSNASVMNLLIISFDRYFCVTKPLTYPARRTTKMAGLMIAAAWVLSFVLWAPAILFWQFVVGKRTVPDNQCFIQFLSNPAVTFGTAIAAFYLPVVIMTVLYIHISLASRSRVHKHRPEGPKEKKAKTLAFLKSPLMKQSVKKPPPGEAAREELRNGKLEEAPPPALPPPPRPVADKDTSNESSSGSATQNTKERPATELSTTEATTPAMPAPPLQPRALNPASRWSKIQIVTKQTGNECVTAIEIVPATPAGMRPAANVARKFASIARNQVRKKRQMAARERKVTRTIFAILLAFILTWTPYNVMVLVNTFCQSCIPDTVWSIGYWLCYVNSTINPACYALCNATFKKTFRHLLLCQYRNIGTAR
# CHRM5 agonist = agonists of human muscarinic M5 receptor (CHRM5). activation, % at 3 µM. actives 0.19% (n = 360,000). CHO-K1 hM5 cells, Fluo-8 calcium fluorescence; 0% DMSO wells, 100% maximal acetylcholine response. AID 624037;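 active means activation above the run's mean over test compounds plus 3 SD, cut at about 23% in these data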;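 further: signal is peak over basal fluorescence ratio across the kinetic read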
# CHO-K1 Ca antag = counter-screen for M1 antagonists: effect in parental CHO-K1 cells. actives 0.6% (n = 360,000). ATP-induced calcium, Fluo-8 fluorescence. inhibition, % at 3 µM;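 active means inhibition above a per-plate cutoff, the plate's mean sample inhibition plus 3 SD, cut at about 24% in these data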;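 further: 0% = DMSO plus EC80 ATP and 100% = DMSO alone without ATP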
# M1 ag parental = counter-screen for M1 agonists: effect in parental CHO-K1 cells; Fluo-8 calcium fluorescence; scaled to maximal ATP response, vehicle zero; activation, % at 3 µM; actives 0.48% (n = 360,000); in the data active means activation above about 15%;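 further: untransfected CHO-K1 host cells lacking M1 receptor as counterscreen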
# CHRM5 antagonist = antagonists of human muscarinic M5 receptor (CHRM5); CHO-hM5 cells, Fluo-8 calcium fluorescence, ACh EC80; inhibition, % at 3 µM; actives 0.59% (n = 360,000);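 active means inhibition above a per-plate cutoff, the mean of that plate's test compounds plus 3 SD, cut at about 27% in these data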;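 further: 0% = acetylcholine EC80 with DMSO and 100% = DMSO without agonist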
# CHRM4 PAM = potentiates acetylcholine response at human M4 receptor. CHO-K1 hM4/Gqi5, Fluo-8 calcium fluorescence, ACh EC20; 0% = ACh EC20, 100% = maximal ACh. activation, % at 3 µM. actives 0.4% (n = 360,000). AID 624126;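 active means activation above its plate's cutoff, the mean activation of sample wells plus 3 SD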; further: some results filed as inactive read as strong as hits
# M1 PAM parental = counter-screen for M1 PAMs: effect in parental CHO-K1 cells | activation, % at 3 µM | actives 0.02% (n = 360,000) | AID 602247 | ATP EC20, Fluo-8 calcium fluorescence; 0% at ATP EC20, 100% at ATP max;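 active means activation above the run cutoff, the mean activation of all test compounds plus 3 SD, cut at about 40% in these data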;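 further: peak over basal fluorescence ratio in a 140 s read after ATP addition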
# M4 ag = agonists of human muscarinic M4 receptor (CHRM4). actives 0.14% (n = 360,000). CHO-K1 hM4/Gqi5, Fluo-8 calcium fluorescence; vehicle 0%, full acetylcholine response 100%. activation, % at 3 µM. AID 624127. P08173;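 active means activation above the run mean over all test wells plus 3 SD, cut at about 32% in these data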;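 further: peak over basal fluorescence ratio per well then scaled between controls; 0% = DMSO wells and 100% = acetylcholine at EC100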
# Starred values were filed as active, the others as inactive; & = joins results of further samples.
SMILES,CHRM5 PAM,M4 antag,CHRM5 agonist,CHO-K1 Ca antag,M1 ag parental,CHRM5 antagonist,CHRM4 PAM,M1 PAM parental,M4 ag
COc1ccc(S(=O)(=O)NCCSCc2ccc(Cl)cc2)cc1NC(C)=O,-5.3,-8.8,4.6,-10.7,1.9,-2.2,3.6,7.9,7.6
CC(=O)N1CC=C2C(C#N)=C(N)C(C#N)(C#N)C(C)C2C1 (stereo unspecified),5.7,1.5,-5.5,-3.6,0.4,-0.1,10.0,19.5,1.7
COc1cc(S(N)(=O)=O)c(OC)cc1N,-2.5,4.6,-0.4,-9.4,0.0,-2.1,-6.8,-3.9,-0.2
COc1ccccc1N1CCN(CC(=O)N(CC(C)C)c2c(N)n(CC(C)C)c(=O)[nH]c2=O)CC1,8.9,-2.8,1.3,-11.8,0.8,-0.8,7.3,-1.5,2.6
O=S(=O)(Nc1ccc2c(c1)OCCO2)c1ccc(Br)s1,-14.4,-3.1,4.3,-7.0,5.4,10.2,-1.0,-5.2,5.1
COc1cccc(CNC(=O)CCN2C(=S)NC(C)(C)CC2C)c1 (stereo unspecified),-3.5,9.5,-0.9,-7.2,0.5,7.4,1.9,-6.6,-0.1
CCn1c(SCC(=O)c2ccccc2)nnc1-c1cnccn1,4.5,-1.1,-0.4,1.3,0.3,-6.4,3.0,17.0,1.5
CCOc1ccc(NC(=O)c2cccc3c2C(=O)N(CCOC)C3)cc1,-3.6,5.5,-1.3,-8.8,0.1,1.1,1.9,16.6,0.6
CCC(=O)c1c(CC)c2n3c1CC[C@H]3CCC2,8.0,-4.7,2.5,-23.2,0.8,-2.4,11.8,16.7,0.6
COC(=O)c1c(NC(=S)Nc2ccc(C(=O)N3CCOCC3)cc2)sc2c1CCC2,5.8,-2.0,3.1,-11.0,1.5,2.3,2.3,8.3,1.8
O=C(Cn1nnc(-c2ccc3c(c2)OCO3)n1)NCc1ccco1,3.5,4.4,-3.5,-12.3,1.2,-6.1,-3.9,22.0,0.7
O=C(CSc1nnc(CNc2ccccc2)o1)N1CCN(C(=O)c2ccco2)CC1,0.9,-1.0,0.4,-2.6,0.7,-3.4,4.3,9.8,2.3
Cc1ccc(/C=N/OC(=O)c2c(C)noc2-c2snnc2C)cc1,-0.3,-7.0,0.4,-3.5,-0.1,7.7,12.1,-0.1,0.6
COc1ccc(NC(=O)CCNS(=O)(=O)c2ccc3c(c2)CCC(=O)N3)cc1,1.9,-1.6,0.6,-17.6,0.1,-8.2,4.8,16.4,-0.4
COc1cc(CNC2CCCC2)cc(Cl)c1OCc1ccc(F)cc1,3.5,5.5,0.0,-1.5,2.0,0.7,5.9,19.6,11.7
C=CCn1c(SCC(=O)/C(C#N)=C(\C)N)nc2sc(CC)cc2c1=O,-0.6&-2.2,-4.7&-2.6,5.0&0.3,-7.5&-9.5,0.3&1.4,6.0&-6.4,2.3&11.7,5.6&21.6,1.4&1.6
CCN1CCN(S(=O)(=O)c2cc(OCC(=O)NC3CCCCC3)c(C)cc2Cl)CC1,-16.1,9.5,-0.9,26.7*,1.3,19.4,-8.3,-6.0,7.1
CC1(C)CC(=O)C(C(=O)c2ccccc2)C(=O)C1,4.3,3.4,-3.4,-6.0,1.9,6.3,2.9,9.9,0.5
CN(C(=O)CC1C(=O)NCCN1Cc1cccc(F)c1F)C1CCOCC1 (stereo unspecified),-0.9,-1.0,3.4,-6.2,2.5,-7.3,4.7,14.1,1.6
CC(On1nnc2ccccc21)C(=O)N1CCN(Cc2ccccc2)CC1 (stereo unspecified),2.8,3.7,0.3,-14.8,0.5,9.4,-4.3,3.0,0.9
CCOC(=O)C1(CCOc2ccccc2)CCN(Cc2ccc(OCCO)cc2)CC1,-4.7,0.6,-20.0,1.6,1.6,3.0,-4.7,-7.8,2.8
C#CCOCCOCCOCCNc1nc(OC)nc(N2CCN(C(=O)[C@H](CCC(=O)O)n3cc(C(N)CO)nn3)CC2)n1 (stereo partly specified),2.3,2.6,5.3,-6.4,0.1,-2.5,1.5,7.1,-0.2
N#CC1=C(N)Oc2n[nH]c(-c3ccccc3)c2C12C(=O)Nc1ccccc12 (stereo unspecified),-4.1,-2.2,-0.7,3.0,0.3,2.9,-2.0,9.6,0.4
C=CCO/N=C(/CCC)C1=C(N)CC(C)(C)CC1=O,-4.5,-4.7,1.8,3.7,0.0,4.2,14.1,-2.8,1.4
CC(O)[C@H]1CNCCN1CCc1cccc2ccccc12 (stereo partly specified),9.4,9.6,-1.8,-1.4,0.2,4.4,15.2,6.3,1.5
Cc1cc(C(F)(F)F)nn1CC(=O)NCC1CCCO1 (stereo unspecified),-1.2,-5.4,1.4,-28.4,1.0,-1.1,9.2,21.3,1.3
CC(c1ccccc1)n1c(-c2cccs2)nc2c(c(=O)c3ccccc3n2C)c1=O (stereo unspecified),-2.9,2.2,-1.5,-10.2,0.5,5.8,-1.0,24.6,0.6
O=C(Nc1cccc(-c2ccc(N3CCCCC3)nn2)c1)c1ccc(Br)o1,-23.2,3.0,-4.5,-4.0,1.7,15.3,-2.1,7.2,8.0
Cc1ccc(CC(=O)N2CCN(S(=O)(=O)c3ccccc3)CC2)cc1C,3.0,-13.6,-4.9,5.0,0.0,3.7,7.3,-3.1,2.7
Cc1cnc(C)c(Nc2nc(C(N)Cc3ccc(F)cc3)cs2)n1 (stereo unspecified),-1.1,0.0,3.8,5.3,3.2,7.8,-0.1,1.7,7.8
Oc1ccc(/C=N/NC(=S)Nc2cccnc2)cc1,-5.4,-15.7,-1.2,-3.3,-0.1,-1.4,-3.8,0.6,0.4
Nc1ccccc1C(=O)NCc1ccccc1,-1.5,-9.1,-3.3,-12.7,0.8,1.3,11.2,8.7,0.9
O=C(c1oc2ccccc2c1CSCc1ccccc1)N1CCN(c2ncccn2)CC1,-14.4,8.2,-0.9,5.5,1.3,13.4,-16.2,0.5,4.2
CSc1ccc(CN2CCCCCC2)cc1,-1.7,0.6,-9.7,-6.6,0.2,5.4,-7.5,-6.9,0.2
COc1cc(OC)c(NC(=S)NCc2ccc(F)cc2)cc1Cl,-1.8,4.5,0.9,-16.5,6.1,6.4,-4.3,23.8,7.8
c1ccc2c(NCCc3c[nH]c4ccccc34)c3ccccc3nc2c1,-9.3,21.9,2.2,-7.6,5.7,7.7,-17.9,1.0,5.6
CC1=CC(=NOC(=O)c2cccc([N+](=O)[O-])c2)C=C(C)C1=O,2.3,6.6,-4.3,-14.7,3.9,-2.1,17.5,23.6,2.0
O=c1cc(N2CCCCC2)c(-c2ccccc2)nn1Cc1ccc(Cl)cc1Cl,-7.5,12.8,-2.1,16.8,-0.4,0.8,-11.5,-4.5,-1.7
c1ccc(-n2ncc3cccnc32)cc1,6.1,8.0,-2.0,-12.0,0.3,7.0,-4.0,20.0,-0.4
CCCc1nc2c3ccccc3ccn2c1Cc1ccccc1,-21.8,13.0,-7.4,-22.0,0.4,28.0*,-16.7,10.7,1.5
CCSc1ccc(C(=O)Nc2cccc(C)n2)cc1[N+](=O)[O-],-16.4,-5.0,4.7,-1.7,6.7,8.7,-16.0,3.6,12.2
OC(c1ccc(F)c(F)c1)c1ncc(-c2cccc(F)c2)[nH]1 (stereo unspecified),-2.6,-8.8,1.1,-6.0,2.1,5.2,4.2,13.2,5.7
Cc1cccc(-c2ocnc2C(=O)Nc2ncc(C)s2)c1,1.2,-4.0,-0.7,-15.0,0.5,7.2,1.0,12.6,0.0
c1ccc(OCCOCCN2CCc3ccccc3C2)cc1,-3.2,2.4,-6.7,-8.1,0.7,-6.3,-5.3,3.9,2.5
CCc1nc2ccc(C(=O)N3CCN(S(=O)(=O)CC)CC3)cn2c1N(C)Cc1cccs1,-6.1,-9.9,-1.1,-1.2,2.0,5.5,3.5,3.7,5.1
Cc1ccc(/C=N/n2c(-c3cccc(Cl)c3)n[nH]c2=S)o1,3.7,-8.6,-10.1,-11.6,0.1,1.2,0.2,13.3,-0.9
CCOC(=O)c1c(C)c(C(=O)NCCCOC(C)C)c(C)n1C,-1.0,1.1,-1.2,-5.9,0.4,4.3,8.3,7.7,-0.1
COc1cccc(/C=C2/SC(=S)N(CC(=O)NC3C=CS(=O)(=O)C3)C2=O)c1 (stereo unspecified),-4.7,-6.9,-3.2,-16.6,2.9,12.4,-3.2,12.7,2.6
O=C(COc1ccccc1)Nc1ccc(C(=O)N2CCCC2)cc1,-0.6,3.5,-3.6,-7.2,0.4,9.1,1.4,10.3,0.8
COc1ccc(/C=C2\COc3ccccc3C2=O)cc1OC,-4.2,5.4,-1.0,-5.9,3.0,5.8,-5.0,12.4,5.2
CCOC(=O)CSc1nc2ccccc2c(=O)n1CC,9.3,2.4,-0.6,-16.3,0.0,-1.5,7.1,18.9,0.5
COc1ccc(OCCNC(=O)c2ccccc2OCC(=O)Nc2ccc(NC(C)=O)cc2)cc1,-12.7,8.0,0.9,14.8,3.8,10.0,-13.8,-7.8,11.5
Cc1[nH][nH]c(=O)c1C(c1ccc2c(c1)OCO2)c1c(C)[nH][nH]c1=O,-8.8,-9.4,-3.4,-0.8,0.1,-17.3,7.9,-8.0,0.6
COc1ccc(OC)c(/C(O)=C/C(=O)C(=O)Nc2cc(C)cc(C)c2)c1,1.2,11.1,-8.9,-11.2,-0.2,8.4,-0.7,4.8,-0.2
Cc1cccc(/C=N/NC(=O)Cc2ccc(Cl)cc2)c1O,6.2,-7.5,-1.4,-11.4,2.8,10.1,4.4,20.2,1.6
Oc1ccc(C[C@H]2CNC(=S)N2C[C@H]2CCCN2C[C@H](Cc2ccccc2)N2C[C@H](Cc3ccc(O)cc3)N(CCc3ccccc3)C2=S)cc1,4.0,-19.1,0.2,2.5,0.7,-0.8,11.7,9.6,0.6
Cc1ccc(S(=O)(=O)Oc2ccc(/C=N/N=C3/NC(=O)C(CC(=O)O)S3)cc2)cc1 (stereo unspecified),-3.0,5.4,-2.9,-15.0,1.2,5.8,-2.3,18.9,4.1
CC(C)N(C(=O)COC(=O)c1cccc(C(=O)OCC(=O)N(C(C)C)C(C)C)n1)C(C)C,-7.6,-6.8,1.0,-1.1,0.0,7.6,4.3,4.1,1.0
COc1ccc(NC(=O)Cn2c(-c3ccccc3)cn(-c3ccc(C)cc3)c2=O)cc1,0.2,-8.1,-4.4,-7.2,0.0,-3.1,-1.6,17.6,1.7
CCOc1ccccc1/C=C\c1nc(O)c([N+](=O)[O-])c(=O)[nH]1,1.2,-4.7,-2.5,-16.0,0.8,-2.1,0.1,4.4,1.5
Cc1cc([N+](=O)[O-])cc2c1-c1ncccc1C2=Nc1ccccc1,-2.0,-5.0,-0.1,3.0,-0.5,1.2,-7.6,-5.9,0.0

# Random excerpt: 3 entries already listed, in no set order.
SMILES,CHRM5 PAM,M4 antag,CHRM5 agonist,CHO-K1 Ca antag,M1 ag parental,CHRM5 antagonist,CHRM4 PAM,M1 PAM parental,M4 ag
Cc1ccc(/C=N/n2c(-c3cccc(Cl)c3)n[nH]c2=S)o1,3.7,-8.6,-10.1,-11.6,0.1,1.2,0.2,13.3,-0.9
OC(c1ccc(F)c(F)c1)c1ncc(-c2cccc(F)c2)[nH]1 (stereo unspecified),-2.6,-8.8,1.1,-6.0,2.1,5.2,4.2,13.2,5.7
Cc1cc([N+](=O)[O-])cc2c1-c1ncccc1C2=Nc1ccccc1,-2.0,-5.0,-0.1,3.0,-0.5,1.2,-7.6,-5.9,0.0

# Assay outcomes from PubChem BioAssay.
